HT1080 IDH1KD tx = HT-1080 IDH1 knockdown cell toxicity (counter line); HT-1080 IDH1 knockdown viability, ATP luminescence, 48 h; Potency, µM (highest dose often 46.1 µM), for inactives: top-dose activity, negative = toxicity, hits mostly cytotoxic; 360,000 compounds, 2% hits; AID 686971;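 note: 0% = DMSO wells and -100% = cell-free medium wells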
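IDH1KD HT-1080 cells, 750/well, RPMI + 5% FBS; compound pinned after 2 h settling; 48 h, 37 °C; CellTiter-Glo luminescence; % activity normalised to DMSO and no-cell wells; curves fitted, classed by r2 and efficacy.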
GLP-1R inv ag = GLP-1 receptor (human) inverse agonism. AID 624417. 410,000 compounds, 1.6% hits. Potency, µM (doses to about 38.3 µM), for inactives: at the top dose activity change, negative = inhibition, usual class: inhibitors. HEK293 GLP-1R CRE-luciferase, luminescence, 24 h; GLP-1R form is constitutively active. P43220; note: % is set by controls: 0 for no effect and ±100 for the full control effect; nearly all actives have a fitted effect of over 55% in size
Target sequence (P43220 whole entry, looked up): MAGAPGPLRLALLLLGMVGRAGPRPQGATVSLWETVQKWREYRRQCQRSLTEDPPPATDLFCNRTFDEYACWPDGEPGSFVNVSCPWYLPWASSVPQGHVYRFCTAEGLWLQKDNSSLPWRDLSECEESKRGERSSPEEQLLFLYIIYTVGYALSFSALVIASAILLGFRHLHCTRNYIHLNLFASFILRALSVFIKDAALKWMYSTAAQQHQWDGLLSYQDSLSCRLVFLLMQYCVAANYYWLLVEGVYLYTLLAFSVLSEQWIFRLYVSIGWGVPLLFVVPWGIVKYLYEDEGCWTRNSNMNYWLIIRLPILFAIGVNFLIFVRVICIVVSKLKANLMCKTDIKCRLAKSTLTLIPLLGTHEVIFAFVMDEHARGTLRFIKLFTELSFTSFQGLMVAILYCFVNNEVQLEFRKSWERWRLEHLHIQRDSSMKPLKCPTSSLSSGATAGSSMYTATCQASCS
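Luminescence readout: a drop in cAMP-driven luciferase signal flags inverse agonism at a constitutively active GLP-1R stably expressed in HEK293. Compound exposure lasted 24 hr at 37 deg C, 5% CO2.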
TDP43 rescue = rescues yeast growth from TDP-43 toxicity; TDP-43 expressing yeast growth rescue, BacTiter-Glo, 24 h; Potency, µM (doses to about 46.1 µM), without a hit: at the highest dose growth rescue (activation), most hits filed as activators; 410,000 compounds, 1.8% hits; AID 652104; note: % of control where 0% means no effect; nearly all actives have a fitted effect of over 50% in size
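Yeast cells expressing TDP-43 under galactose induction are exposed to compounds for 24 hr at 30 deg C. BacTiter-Glo luminescence measures growth, so protective compounds score as activators.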
GLP1R cytotox = cytotoxicity counter-screen for GLP-1 receptor inverse agonists; AID 624418; HEK293 cAMP-luciferase reporter cells, luminescence, 24 h; Potency, µM (top dose mostly 38.3 µM), for the others: top-dose activity change, negative = inhibition, most hits filed as inhibitors; 410,000 compounds, 0.13% hits;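 note: loss of luciferase light is scored as toxicity; % is set by controls: 0 for no effect and ±100 for the full control effect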
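To flag toxic compounds, the library was rerun on cells for 24 hr at 37 deg C and 5% CO2. Viability-linked luminescence was captured 12 min after adding luciferase detection reagent.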
HT1080-NT tox = kills 2HG-producing HT-1080-NT fibrosarcoma cells. HT-1080-NT fibrosarcoma viability, CellTiter-Glo ATP luminescence, 48 h. Potency, µM (series often up to 46.1 µM), inactives show top-dose activity, negative = less viability, most hits filed as cytotoxic. 360,000 compounds, 1.6% hits;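 note: NT is the 2HG producing partner of a matched IDH1 knockdown line; 0% = DMSO-treated cells and -100% = media-only wells without cells; nearly all actives have a fitted effect of over 55% in size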
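Fibrosarcoma NT cells, 750 per well in 5% FBS RPMI, were exposed to compound for 48 hours. Viability: CellTiter-Glo luminescence.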
KB-V1 cytotox = kills drug-selected multidrug resistant KB-V1 cells; KB-V1 MDR cells viability, CellTiter-Glo, 72 h; Potency, µM (series often up to 46.1 µM), for the others: top-dose activity change, negative = cytotoxicity, most hits filed as cytotoxic; AID 1347076; 400,000 compounds, 3.4% hits; note: % is set by controls: 0 for no effect and ±100 for the full control effect; nearly all actives have a fitted effect of over 60% in size
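Following 72 h at 37 degrees C with compound, KB-V1 cell viability was read by CellTiter-Glo luminescence, medium being phenol-red-free DMEM plus 10% FBS; concentration-response parameters came from normalized, curve-fitted qHTS data.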
GLP1R ag = activates the human GLP-1 receptor; Potency, µM (titrated, usually from 45.6 µM), without a hit: top-dose activation, actives largely listed as activators; P43220; HEK293 GLP-1R CRE-luciferase, luminescence, 4-6 h; cells express a hypersensitive GLP-1R form; 380,000 compounds, 0.007% hits; note: % of control where 0% means no effect
SW480 rerep = induces DNA re-replication in SW480 colon adenocarcinoma cells; Potency, µM (series often up to 46.1 µM), inactives show at the top dose re-replication activation, actives largely listed as activators; 340,000 compounds, 1.8% hits; SW480 DNA re-replication, Hoechst DNA content imaging, 48 h; note: % of control where 0% means no effect; nearly all actives have a fitted effect of over 55% in size
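Per well, 250 cells were exposed to pinned compound for 48 hr. Nuclear DNA was visualised with Hoechst (40 min, 37 C) and total object intensity recorded by fluorescence scanning.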
KB-3-1 cytotox = KB-3-1 parental cell cytotoxicity; KB-3-1 viability, CellTiter-Glo ATP luminescence, 72 h; Potency, µM (titrated, usually from 46.1 µM), for inactives: at the highest dose activity change, negative = cytotoxic, actives largely listed as cytotoxic; 400,000 compounds, 1.4% hits; AID 1347075; note: % is set by controls: 0 for no effect and ±100 for the full control effect; nearly all actives have a fitted effect of over 60% in size
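Parental KB-3-1 adenocarcinoma cells in phenol-red-free DMEM with 10% FBS were pin-treated with compounds at several concentrations, incubated 72 h at 37 °C, and viability read by CellTiter-Glo luminescence; concentration-effect curves were fitted after normalization.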
Active calls of the source: *; ? = inconclusive; / = not tested or not shown; & = joins results of further samples; [ ] = dose if it differs, or a comment. Calls come from the whole dose curve; as a rule, active = well fitted curve in the direction sought with a large enough effect; inconclusive = small, poorly fitted or top-dose-only effect, or another doubt; inactive = no such curve, though single readings can be large; an effect the other way counts as inactive or inconclusive. Potency is the fitted concentration of half-maximal effect.

Start of the listing, in advance:
SMILES | GLP-1R inv ag | TDP43 rescue | HT1080-NT tox | HT1080 IDH1KD tx | KB-V1 cytotox | SW480 rerep | GLP1R ag | KB-3-1 cytotox | GLP1R cytotox
CC1CCc2c(sc(NC(=O)c3ccco3)c2C(=O)O)C1 (stereo not given) | -19% | -94%[inhibitor] | ? | -26% | ? | -13% | -1% | ? | ?
Cc1ccc(Cl)cc1NC(=O)C(Cc1ccccc1)N1C(=O)C2C3CCC(C3)C2C1=O (stereo not given) | ? | -15% | -11% | -5% | -20% | 10% | 4% | -14% | 5%
Cc1ccc(-n2nnnc2SCC(=O)NC(C(=O)O)(c2ccccc2)c2ccccc2)cc1C | -17%[7.66 µM] | 12%[9.22 µM] | -4% | 4% | 11% | 0% | 4% | -1% | 0%[7.66 µM]
Cc1ccc(/C=N/NC(=O)c2sccc2OCc2ccc(F)cc2)cc1 | ? | -9% | -24% | -29% | ? | 16µM* | 4% | ? | ?
O=C(CSc1nc(=O)n2cc(Cl)ccc2n1)NCCc1ccccc1 | 3% | 14% | -2% | 10% | ? | -7% | 1% | ? | 14%
O=C(OCC#CCSc1nnc(-c2ccc(Br)cc2)o1)c1cccs1 | ? | 0% | 14% | 18% | -6% | -4%&14% | 14% | 6% | 0%
Cc1cc(C)nc(NC(=O)CSc2nc3cc(Cl)ccc3s2)n1 | -2% | 24% | -3% | 1% | -2% | -8% | 7% | -1% | 4%

The listing, repeating the preview:
SMILES | GLP-1R inv ag | TDP43 rescue | HT1080-NT tox | HT1080 IDH1KD tx | KB-V1 cytotox | SW480 rerep | GLP1R ag | KB-3-1 cytotox | GLP1R cytotox
CC1CCc2c(sc(NC(=O)c3ccco3)c2C(=O)O)C1 (stereo not given) | -19% | -94%[inhibitor] | ? | -26% | ? | -13% | -1% | ? | ?
Cc1ccc(Cl)cc1NC(=O)C(Cc1ccccc1)N1C(=O)C2C3CCC(C3)C2C1=O (stereo not given) | ? | -15% | -11% | -5% | -20% | 10% | 4% | -14% | 5%
Cc1ccc(-n2nnnc2SCC(=O)NC(C(=O)O)(c2ccccc2)c2ccccc2)cc1C | -17%[7.66 µM] | 12%[9.22 µM] | -4% | 4% | 11% | 0% | 4% | -1% | 0%[7.66 µM]
Cc1ccc(/C=N/NC(=O)c2sccc2OCc2ccc(F)cc2)cc1 | ? | -9% | -24% | -29% | ? | 16µM* | 4% | ? | ?
O=C(CSc1nc(=O)n2cc(Cl)ccc2n1)NCCc1ccccc1 | 3% | 14% | -2% | 10% | ? | -7% | 1% | ? | 14%
O=C(OCC#CCSc1nnc(-c2ccc(Br)cc2)o1)c1cccs1 | ? | 0% | 14% | 18% | -6% | -4%&14% | 14% | 6% | 0%
Cc1cc(C)nc(NC(=O)CSc2nc3cc(Cl)ccc3s2)n1 | -2% | 24% | -3% | 1% | -2% | -8% | 7% | -1% | 4%
COc1ccc(Cl)cc1-c1cc(C(=O)Nc2ccc(Br)cc2)[nH]n1 | ? | 20% | ? | ? | -1% | / | -1% | 0% | -18%
Cc1c(C(=O)N(CCO)Cc2ccccc2)oc2c(F)cccc12 | 0% | ? | -5% | 2% | -4% | -66%[inhibitor] | 22% | 2% | -15%
Cc1cc(C2(c3ccc(O)c(C)c3)OC(=O)c3ccccc32)ccc1O | ? | -5% | 0% | -6% | -19% | ? | 20% | 10% | -11%
CCOC(=O)c1ccc2nc(NC(C)=O)sc2c1 | 62%[activator] | 4% | 15% | 7% | -19% | -13% | 20% | 1% | -13%
C=CCOc1cccn2c(N(C)C(=O)c3ccc(OC)cc3)c(CC)nc12 | -18% | 11% | 20% | ? | -5% | / | -4% | 0% | 5%
Cc1ccc(OCCN2CCOCC2)cc1C | 7% | -7% | -3% | 14% | 0% | 30% | 1% | 0% | 13%
O=C(CCN=C1NS(=O)(=O)c2ccccc21)OCc1cccc(Cl)c1 | -24% | 13% | 0% | 3% | 3% | -4% | 12% | 6% | -6%
COc1cc(C=O)ccc1OCCSc1ccc(C)cc1 | 5% | ? | 5% | 2% | 6% | 4% | 20% | 0% | 0%
N#Cc1cccc(C(=O)Nc2ccccc2C(=O)NC2CC2)c1 | 46%[activator] | -12% | 14% | 12% | 5% | -22% | 11% | 7% | -2%
CC(C)(C)OC(=O)N1CCC(c2c(C(=O)NCc3ccc4c(c3)OCO4)cnn2-c2ccc(F)cc2F)CC1 | ? | 16% | / | / | 6% | / | / | 7% | 1%
COc1ccc(CCn2c(=O)c3cccnc3n(Cc3cccc([N+](=O)[O-])c3)c2=O)cc1OC | 2% | -22% | -11% | 17% | -23% | 1% | 4% | ? | 0%
O=S(=O)(N/N=C\c1ccc(-c2ccccc2Cl)o1)c1ccccc1 | ? | ? | 14% | ? | 3% | ? | 3% | -16% | -14%
CCN(CC)c1ccc(C(=O)N2CCN(Cc3ccccc3)CC2)cc1 | ? | -5% | 0% | -2% | -2% | -118%[inhibitor] | 6% | 1% | 4%

Arranged by value in GLP1R ag (smallest number first): 3 from the list above.
molecule | GLP1R ag
CCN(CC)c1ccc(C(=O)N2CCN(Cc3ccccc3)CC2)cc1 | 6%
Cc1cc(C)nc(NC(=O)CSc2nc3cc(Cl)ccc3s2)n1 | 7%
Cc1cc(C2(c3ccc(O)c(C)c3)OC(=O)c3ccccc32)ccc1O | 20%

Going on with the list:
SMILES | GLP-1R inv ag | TDP43 rescue | HT1080-NT tox | HT1080 IDH1KD tx | KB-V1 cytotox | SW480 rerep | GLP1R ag | KB-3-1 cytotox | GLP1R cytotox
Cc1ccc2[nH]c(=O)c(CN(CC3CCCO3)C(=S)Nc3ccccc3)cc2c1 (stereo not given) | -27% | 13% | -4% | -11% | 4.1µM* | ? | -3% | ? | 17%
COc1ccccc1N(C)S(=O)(=O)c1ccc(C(=O)OCC(=O)N2CCC2)cc1 | ? | -4% | ? | 16µM* | ? | 107% | -12% | ? | -27%
CCOc1ccc(-c2nnc(NC(=O)COc3ccccc3F)o2)cc1 | 1% | 25% | 3% | 2% | 8% | / | ? | 0% | 4%
CC1CCCCN1C(=O)c1ccc(Br)o1 (stereo not given) | -4% | 20% | 0% | 14% | 22% | ? | -6% | 15% | 8%
Cc1ccc(N2CC(C(=O)NNC(=O)c3ccc(F)cc3)CC2=O)cc1 (stereo not given) | 9% | -6% | -5%[9.24 µM] | -3% | ? | -36%[inhibitor] | -6% | -2% | 7%
C=CCn1c(SCC(=O)N2CCc3ccccc3C2)nc2sc(C)cc2c1=O | -2% | 6% | -23% | -28% | -18% | 7% | -9% | 0% | -7%
CC(C)CC(NC(=O)C(CC(C)C)NC(=O)OC(C)(C)C)C(=O)O (stereo not given) | -1% | 13% | 19% | 15% | ? | -4% | -8% | 8% | -2%
COc1ccc(C(=O)NCc2nnc(SCC(=O)Nc3cccc(F)c3)o2)cc1 | 11% | ? | 4% | 13% | 3% | -1% | 8% | 20% | 16%
CCSc1nc(O)c(CC)c(=O)n1C(C)CC (stereo not given) | 28% | 0% | 2% | 4% | -5% | 0% | 2% | 4% | -5%
CCCC1Cc2nc(N3CCCCC3)c(C#N)cc2CO1 (stereo not given) | 8% | -1% | 16% | 4% | ? | -11% | 1% | -8% | 2%
COCCCN1C(=O)C(=O)/C(=C(/O)c2ccc(OC)cc2)C1c1ccc(O)c(OC)c1 (stereo not given) | 6% | -17% | 7% | 14% | -6% | -1% | 1% | 5% | -12%
O=C(CCSc1nc(-c2ccco2)cc(C(F)(F)F)n1)NCc1cccs1 | ? | 13% | -18% | -1% | -14% | -3% | 15% | 6% | -12%
O=C1C=C(c2cc3ccccc3s2)C[C@@H](c2ccc(Cl)cc2)C1 | -10% | 0% | -8% | -10% | -4% | -4% | 4% | 0% | -19%
CCOc1cc(OCC)cc(C(=O)N2CCC[C@H]2C(=O)N2CCC[C@H]2C(=O)N[C@H](C)c2ccccc2)c1 | 11% | 11% | 13% | 7% | -16% | / | 15% | 10% | 2%
Cc1cccc(Nc2c3c(nc4ccccc24)CCC3)c1 | ? | -20% | 15µM* | 21µM* | ? | -53%[inhibitor] | 9% | ? | ?
CCOC(=O)C1CCN(C(=O)COC(=O)CNC(=O)c2sc3ccccc3c2Cl)CC1 | 14% | 12% | 1% | 0% | 11% | -1% | -2% | 11% | 6%
CCC1CCCCN1Cc1ccc(CNS(=O)(=O)c2ccc3c(c2)oc(=O)n3C)o1 (stereo not given) | -11% | -16% | -1% | -2% | 15% | 6% | -4% | 0% | 1%
COc1ccc(/C=C/C(=O)Oc2ccc(C)c(C)c2)cc1OC | ? | -15% | 0% | 17% | 0% | 0% | 14% | -4% | 6%
CN(C)Cc1c(C(=O)N/N=C/c2ccoc2)nnn1-c1nonc1N | 1% | -7% | 14% | 2% | 22% | -6% | 0% | 2% | 21%
COC(=O)C[N+](C)(C)CC#Cc1ccccc1 | 28% | -15% | 4% | 18% | 1% | -1% | 0% | 6% | 9%

Going on with the list.
SMILES | GLP-1R inv ag | TDP43 rescue | HT1080-NT tox | HT1080 IDH1KD tx | KB-V1 cytotox | SW480 rerep | GLP1R ag | KB-3-1 cytotox | GLP1R cytotox
COc1cc(/C=C/C(=O)OCC(=O)c2ccc3c(c2)NC(=O)CO3)ccc1OC(F)F | -12% | 11% | 9% | 3% | -5% | 26% | 6% | 3% | -8%
COC(=O)C(=Nc1ccccc1)/C(C(=O)C(=O)N(C)c1ccccc1)=C(\O)c1ccc(Cl)cc1 | 12% | ? | 13% | 4% | 0% | -7% | -1% | -2% | -12%
O=S(=O)(NCCNS(=O)(=O)c1cccs1)c1cccs1 | 0% | -24% | -3% | 1% | 0% | 3% | 6% | 3% | 17%
CCCCn1c2nc3ccccc3nc2c2c(=O)n(CC(C)C)cnc21 | -4% | -7% | 1% | 11% | -23% | -3% | 9% | 2% | 4%
CC(=O)c1cccc(Nc2cc(C)nc3nc(-c4ccccc4C)nn23)c1 | 13% | 11µM* | / | / | -13% | / | / | 4% | -9%
CCN(C(=O)COC(=O)CCCOc1ccccc1)c1c(N)n(Cc2ccccc2)c(=O)[nH]c1=O | 2% | 5% | 0% | -5% | 17% | -7% | 0% | 0% | -6%

Assay outcomes (PubChem)
